Assay outcomes deposited in PubChem by several laboratories.
VLA-4 inh = inhibition in human VLA-4 binding assay, primary screen, VLA-4 allosteric modulator project, MLPCN library, flow cytometry, VLA-4 expressing cells; Integrin alpha-4 (Homo sapiens), P13612; ligand binding flow cytometry; inhibition, % (about 7 µM as worked out from the volumes in the protocol); 330,000 compounds, 0.2% hits; AID 2557, 2010; in the data active = inhibition above about 50%
MEX-5 binding = MEX-5 zinc finger RNA-binding disruptors – biochemical, C. elegans, fluorescence polarization, MLPCN library, primary screen; Zinc finger protein mex-5 (Caenorhabditis elegans), Q9XUB2; MEX-5/FITC-TCR2 RNA binding; active compounds read low; activity score (negative = inhibition of binding), % at 10 µM; 300,000 compounds, 0.38% hits;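 active = inhibition past about -25% in most replicates, and total fluorescence under double the plate's negative control median, limit read from the data; inconclusive = replicates evenly split on the limit, or fluorescence at least double controls; inactive = too little inhibition in most replicates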;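 note: 0% = DMSO and -100% = 5 µM competing unlabeled TCR2 RNA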
CIT2-GFP yeast = modulators of CIT2-GFP expression in yeast, primary screen, S. cerevisiae, GFP fusion, multiplex flow cytometry, MLPCN library; S. cerevisiae CIT2-GFP strain, 3 h; 100 means same as DMSO wells; 320,000 compounds, 0.065% hits; GFP response vs DMSO, % at 10 µM; AID 2029, 2009;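 active = GFP response relative to DMSO above a set limit, near the screen mean plus 3 SD, cut at about 150% in these data; inconclusive = Fewer than 70 cells measured for a yeast strain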;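 note: ratio of well median GFP fluorescence to mean of DMSO wells on the plate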
Bcl-xL primary = inhibitors of human Bcl-xL, primary screen, biochemical, fluorescence polarization, HTS; Bcl-2-like protein 1 (Homo sapiens), Q07817; GST-Bcl-xL / FITC-Bim BH3 peptide fluorescence polarization; inhibition, % at 10.9 µM; 320,000 compounds, 0.7% hits; AID 2129, 2009;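 active = inhibition above the mean of all tested compounds plus 3 SD, cutoff set per campaign, cut at about 30% in these data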;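 note: 0% = DMSO wells and 100% = unlabeled Bim-BH3 peptide competitor; inhibitors lower millipolarization by displacing the labeled peptide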
Target sequence (Q07817 whole entry, looked up): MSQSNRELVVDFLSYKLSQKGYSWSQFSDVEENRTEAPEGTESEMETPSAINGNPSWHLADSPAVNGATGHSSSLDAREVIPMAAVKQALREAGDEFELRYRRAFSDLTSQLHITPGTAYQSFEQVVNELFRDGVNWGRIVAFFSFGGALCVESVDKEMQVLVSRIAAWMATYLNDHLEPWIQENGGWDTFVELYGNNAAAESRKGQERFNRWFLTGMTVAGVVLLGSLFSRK
AGP1 TOR yeast = modulators of AGP1-GFP expression in yeast TOR pathway, primary screen, cell-based, multiplex flow cytometry, S. cerevisiae, MLPCN library. 3 h; GFP as percent of DMSO wells. GFP response vs DMSO, % at 10 µM. 320,000 compounds, 0.02% hits. AID 2066, 2009;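 active = GFP response relative to DMSO above a set limit, near screen average plus 3 SD, cut at about 150% in these data; inconclusive = fewer than 70 cells counted for the yeast strain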;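 note: median GFP channel fluorescence of the gated AGP1 strain per well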
GRK2 inh = compounds blocking aptamer binding on GRK2 – biochemical, human GRK2, bead flow cytometry, HTS, primary screen | 330,000 compounds, 0.59% hits | inhibition of aptamer binding, % at 10 µM | FAM-aptamer displacement from GRK2 | Beta-adrenergic receptor kinase 1 (Homo sapiens), P25098;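 active = inhibition of aptamer binding above 40%, roughly 3 SD of noise, on plates passing a quality check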;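 note: median bead fluorescence of bound FAM aptamer so fluorescent compounds give negative values; no value below 0 was filed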
Target sequence (P25098 whole entry, looked up): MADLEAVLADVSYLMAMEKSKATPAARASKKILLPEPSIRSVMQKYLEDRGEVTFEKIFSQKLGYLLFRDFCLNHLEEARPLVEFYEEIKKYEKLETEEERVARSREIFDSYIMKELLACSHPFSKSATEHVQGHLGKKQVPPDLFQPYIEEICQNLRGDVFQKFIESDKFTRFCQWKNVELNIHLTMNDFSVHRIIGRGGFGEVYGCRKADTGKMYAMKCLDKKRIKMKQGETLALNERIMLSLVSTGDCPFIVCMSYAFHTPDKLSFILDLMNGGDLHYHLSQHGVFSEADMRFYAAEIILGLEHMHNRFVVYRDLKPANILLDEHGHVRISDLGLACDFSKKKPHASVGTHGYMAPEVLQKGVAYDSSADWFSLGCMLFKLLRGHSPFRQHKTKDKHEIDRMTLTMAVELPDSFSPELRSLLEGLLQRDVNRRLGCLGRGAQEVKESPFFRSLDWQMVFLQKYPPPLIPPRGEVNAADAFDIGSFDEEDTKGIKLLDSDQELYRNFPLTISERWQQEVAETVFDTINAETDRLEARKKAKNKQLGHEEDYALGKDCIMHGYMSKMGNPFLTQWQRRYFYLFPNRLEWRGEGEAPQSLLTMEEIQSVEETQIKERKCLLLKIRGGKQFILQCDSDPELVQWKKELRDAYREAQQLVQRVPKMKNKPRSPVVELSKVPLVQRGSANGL
Fam108B inh = mouse Fam108B serine hydrolase inhibitors, primary screen, counter-screen for RBBP9 inhibitor project, biochemical, fluorescence polarization. inhibition, % at 9.51 µM. recombinant Fam108B, FP-Rh probe fluorescence polarization. 300,000 compounds, 0.33% hits;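 active = inhibition above the screen mean inhibition plus 3 SD, computed separately per campaign, cut at about 18% in these data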;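 note: inhibitors lower polarization as less probe binds the enzyme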
GLD-1 TGE inh = GLD-1/TGE RNA complex disruptors, primary screen, biochemical, fluorescence polarization; Female germline-specific tumor suppressor gld-1 (Caenorhabditis elegans), Q17339; purified GLD-1 + fluorescein TGE RNA; inhibition, % at 5.96 µM; 320,000 compounds, 0.44% hits;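 active = percent inhibition above a per-plate cutoff, the plate mean of test compounds plus 3 SD, cut at about 30% in these data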;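 note: 0% = DMSO wells with GLD-1 and probe and 100% = wells lacking GLD-1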
MCL1-BIM inh = inhibitors of MCL1 binding to BIM-BH3, primary screen, biochemical, fluorescence polarization | AID 2057, 2009 | GST-MCL1 / FITC-Bim-BH3 fluorescence polarization | 320,000 compounds, 0.68% hits | inhibition, % at 10.9 µM | Induced myeloid leukemia cell differentiation protein Mcl-1 (Homo sapiens), Q07820;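 active = inhibition above the mean inhibition of all tested compounds plus 3 SD, set per campaign, cut at about 40% in these data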;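 note: 0% = DMSO wells and 100% = unlabeled Bim-BH3 peptide control; higher means more loss of mP so more displacement of Bim peptide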
An asterisk follows results filed as active; ? = inconclusive; / = no result given; [ ] = dose if it differs, or a comment.

smiles,VLA-4 inh,MEX-5 binding,CIT2-GFP yeast,Bcl-xL primary,AGP1 TOR yeast,GRK2 inh,Fam108B inh,GLD-1 TGE inh,MCL1-BIM inh
CCOC(=O)N1CCC(N2C(=O)c3ccc(C(=O)Nc4cccc(OC)c4)cc3C2=O)CC1,0,-1.5,99,4,101,0,-1,-1,0
CC(C(=O)Nc1ccc(C(=O)O)cc1)N1C(=O)c2ccccc2C1=O (stereo unspecified),6,-3.0,105,4,106,1,4,9,2
CN(C)c1ccc(-n2cccc2)cc1,-2,-1.1,103,1,119,0,-2,-1,3
COc1cc(C2C(C#N)=C(N)N(c3ccc(F)cc3)C3=C2S(=O)(=O)CC3)ccc1O (stereo unspecified),-4,1.2,100,-3,103,0,1,-23,-7
Cc1onc(-c2c(F)cccc2Cl)c1C(=O)N[C@@H]1C(=O)N2C(C(=O)O)C(C)(C)S[C@H]12 (stereo partly specified),9,/,101,-2,95,0,-7,6,5
O=C(c1ccc(Cl)c([N+](=O)[O-])c1)N1CCN(c2ccccn2)CC1,6,0.7,/,2,/,0,-1,-1,3
CC(=O)Nc1ccc(NCC(O)COc2ccccc2)cc1 (stereo unspecified),0,-3.5,86,0,88,4,5,-1,-3
COc1cccc(C(=O)Nc2c3c(nn2-c2cccc(C)c2C)CS(=O)(=O)C3)c1OC,-2,1.0,108,4,109,0,0,-4,0
COc1cc(C2Nc3ccccc3C(=O)N2NS(C)(=O)=O)c([N+](=O)[O-])cc1OC (stereo unspecified),-1,3.6,108,3,115,0,4,-6,-7
Cc1ccc(Sc2ncnc(N)c2[N+](=O)[O-])cc1,-2,-1.0,94,4,92,1,4,5,15
O=c1c(Cl)c(NC2CC2)cnn1-c1ccccc1,-8,0.0,91,10,96,1,5,4,6
COC(=O)CN1C(=O)C(O)(CC(=O)c2ccc(C)o2)c2ccccc21 (stereo unspecified),11,0.9,106,4,108,0,1,7,-4
COc1ccc(OC)c(CN2CCCC(C(=O)N3CCCCC3)C2)c1 (stereo unspecified),8,0.3,103,2,104,3,0,-4,-4
O=[N+]([O-])c1cccc(S(=O)(=O)NCCc2cn3ccccc3n2)c1,10,-2.5,101,10,104,3,6,4,8
O=C(O)c1ccc(-c2nnn(Cc3ccccc3F)n2)cc1,4,3.6,91,4,97,0,2,6,9
O=c1ncn(-c2ccccc2C(F)(F)F)c2ncccc12,4,-0.7,98,4,98,2,-1,1,11
O=c1[nH]c(SCc2cccc([N+](=O)[O-])c2)nc2[nH]ncc12,17,-1.0,102,3,100,5,2,1,-1
Cc1ccc(N(C(C)C(=O)Nc2ccc(S(=O)(=O)N3CCOCC3)cc2)S(C)(=O)=O)cc1C (stereo unspecified),3,-3.3,95,1,102,1,0,1,5
COCc1cc(=O)[nH]c(/N=C(\N)Nc2ccc(C)cc2)n1,8,0.6,104,1,105,0,-4,0,1
COc1ccccc1Oc1c(C)oc2c(CN(C)C)c(O)ccc2c1=O,23,0.4,107,-3,115,1,2,5,-2
CON(C)C(=O)/C=C/CCCCNC(=O)OC(C)(C)C,3,/,104,/,98,0,/,4,/
NNC(=O)c1n[nH]c2c1CC(C1CCCCC1)CC2 (stereo unspecified),1,/,97,1,92,0,-2,0,2
COc1cccc(OC)c1CN1CCCC(C(=O)c2ccccc2SC)C1 (stereo unspecified),40,1.4,94,6,92,0,-3,-5,-1
CCOc1cc(/C=C2/SC(=Nc3ccccc3)N(Cc3cccnc3)C2=O)ccc1OCC#N,-12,-3.5,97,-1,99,0,-6,0,0
COCCn1c(SCC(=O)NC2CCCC2)nnc1-c1ccncc1,5,-0.3,112,1,95,3,12,-4,-3
CC(C)CC(C(=O)O)N1C(=O)C2C3c4ccccc4C(c4ccccc43)[C@@H]2C1=O (stereo partly specified),6,2.2,95,0,100,2,3,0,1
Cc1cc(C(=O)CCl)c(C)n1CCc1ccc(F)cc1,5,0.5,115,7,105,0,1,1,6
O=C1/C(=C/N(C(=O)c2ccco2)c2ccc(Br)cc2)Sc2ccccc21,-54,0.1,98,-50,94,1,-9,-38,-107
Cc1ccc2c(c1)C(=O)C(=O)N2Cc1ccc(C(F)(F)F)cc1,-17,/,93,/,101,2,/,2,/
COc1ccc(Cl)cc1NC(=O)CCCC(=O)c1ccccc1,1,1.3,105,8,99,3,-1,-3,6
COc1cc(C(=O)NCc2nnc(SCC(=O)NC3CCCC3)o2)cc(OC)c1OC,3,/,97,3,93,2,3,-8,1
COc1ccc(/C=C/c2cc(=O)c3cc(Cl)ccc3o2)cc1,4,-2.6,92,6,92,0,-5,-3,2
O=C1NC(=O)/C(=C\c2ccc(O)cc2O)S1,-1,-21,111,31*,96,76*,-2,-12,50*
O=C(Oc1ccccc1)c1ccc2nccnc2c1,10,1.9,90,-5,88,0,0,4,2
NC(=O)CC(NC(=O)c1ccccc1)c1ccc(N2CCN(c3ccc(F)cc3)CC2)c([N+](=O)[O-])c1 (stereo unspecified),-13,0.2,98,2,100,0,-8,14,1
Cc1ccccc1-n1nc(C(=O)O)cc1-c1ccccc1,6,-2.4,86,5,88,4,1,0,8
COC(=O)C1=CN(Cc2ccc(F)cc2)C=C(C(=O)OC)C1c1ccc(O)c(OC)c1,4,1.2,105,/,103,1,/,/,/
Cc1cc(OCC(C)C)ccc1/C(O)=C1/C(=O)C(=O)N(Cc2cccnc2)C1c1ccncc1 (stereo unspecified),21,0.6,101,5,101,0,2,-4,1
CCc1ccc(/C=C/C(=O)c2c(C)cc(C)[nH]c2=O)cc1,-7,0.6,116,3,107,2,1,8,9
CC(COC(=O)c1ccccc1)(COC(=O)c1ccccc1)/[N+]([O-])=C/c1ccccc1,11,-0.8,/,2,/,3,3,6,11
COc1ccc(C(=O)N/N=C/c2ccc(OC)c(COc3ccc(F)cc3F)c2)cc1,5,-2.0,98,2,104,2,-34,-2,4
COc1ccnc(N=CNOCc2ccc(Cl)cc2)c1C#N,19,-0.9,?,2,20[may fluoresce violet],0,1,-4,-2
COc1ccc(NC(=O)c2oc3ccccc3c2NC(=O)C(C)(C)C)cc1,1,1.8,99,0,102,4,-2,5,-3
Cc1ccc(CNS(=O)(=O)c2cccc3nsnc23)cc1,6,2.8,88,5,89,1,0,-4,0
O=C(CCC(=O)c1cccs1)OCc1nnc(-c2ccccc2)o1,11,-1.7,89,6,89,0,1,4,3
Cc1cc(=O)oc2cc(OCC(=O)Nc3ccc(CN4CCOCC4)cc3)c(Cl)cc12,0,0.7,99,-8,102,0,-5,-1,-20
Cc1ccsc1C(=O)N1CCN(C(=O)c2ccco2)CC1,13,/,93,3,102,2,/,6,8
O=C(Nc1nc2nccc(-c3ccccc3)n2n1)C(Cl)(Cl)Cl,4,0.6,99,1,99,3,-5,7,2
Cc1ccc(C(=O)N/N=C2/NC(=O)CC(C(=O)Nc3ccccc3)S2)cc1 (stereo unspecified),0,-8.5,91,-1,92,0,10,-1,6
COc1cc(-c2nnn(CC#N)n2)ccc1OCc1ccccc1,7,-3.1,98,2,95,2,2,5,0

Next part
smiles,VLA-4 inh,MEX-5 binding,CIT2-GFP yeast,Bcl-xL primary,AGP1 TOR yeast,GRK2 inh,Fam108B inh,GLD-1 TGE inh,MCL1-BIM inh
COCC1CCCCN1C(=O)c1cc(COc2ccc3ncccc3c2)on1 (stereo unspecified),9,0.0,91,-2,95,3,-4,-9,0
Cc1ccc(NC(=O)C2(NC(=O)c3cccc(N4C(=O)CSC4c4ccccc4)c3)CCCCC2)cc1 (stereo unspecified),-11,-2.2,101,2,98,0,2,0,4
COc1ccccc1NS(=O)(=O)c1ccc(-c2cc(C)no2)s1,27,-0.9,92,-1,97,0,-2,-2,-5
CC(=O)Nc1ccc(NC(=O)C2CCCCC2C(=O)O)cc1 (stereo unspecified),0,-0.2,102,3,106,5,0,0,-1
C=CCn1c(SCC(=O)NCC(c2ccccc2)N(C)C)nnc1C1CCCCC1 (stereo unspecified),-19,/,102,0,98,0,/,-7,0
C=CCNC(=S)N1CCC(C(=O)c2ccc(F)cc2)CC1,3,0.4,107,2,97,0,-1,1,1
O=c1ccc(Cl)n[nH]1,1,-0.2,104,1,105,3,0,-5,9
COc1ccc(-c2oc3ncnc(NCCCN(C)C)c3c2-c2ccc(OC)cc2)cc1,16,0.1,101,2,102,0,0,2,0
CC(C)c1ccc(N(CC(=O)Nc2ccc(S(=O)(=O)N3CCOCC3)cc2)S(C)(=O)=O)cc1,17,1.2,99,2,103,0,1,6,-4
Cc1cccc(OCC(=O)Nc2cc(NC(=O)COc3cccc(C)c3)cc(C(=O)O)c2)c1,1,-1.1,100,9,98,16,-6,-11,10
Cc1ccc2nc(NS(=O)(=O)c3cn(C)nc3C)sc2c1,30,-2.1,103,9,100,2,-4,-1,5
COc1ccccc1C(=O)NCC(=O)N/N=C/c1ccncc1,15,0.3,104,3,97,0,-1,-3,6
CC(C)(C)OC(=O)N1CCC(NC(=O)c2nc[nH]c2C(=O)NC2CCN(C(=O)OC(C)(C)C)CC2)CC1,2,/,100,3,100,4,/,-4,3
CCO/N=C/C(=O)Nc1ccc(F)cc1F,7,0.3,101,3,99,0,2,-4,10
C=CCCCCCCCC(=O)OC,-2,0.2,104,0,101,3,1,3,0
COc1ccc(/C=C/C(=O)OCC(=O)Nc2cc(S(=O)(=O)N(C)C)ccc2Cl)cc1,5,-3.0,99,0,100,0,0,8,-2
COc1ccc(/C=C/C(=O)OCC(=O)Nc2cc(C(F)(F)F)ccc2Cl)cc1,-1,0.2,102,1,104,0,-5,1,-5
NC(=O)[C@@H]1CCCCNc2c(F)cc([N+](=O)[O-])cc2C(=O)N[C@@H](CC(=O)O)C(=O)N[C@@H](CCC(=O)O)C(=O)N1,-6,1.2,100,2,97,2,0,-5,7
COc1ccccc1NC(=S)N(Cc1ccccc1)Cc1cccs1,0,0.6,81,2,91,0,-4,-2,5
CCN(CC)S(=O)(=O)c1cc(C(=O)N2CCc3ccccc32)ccc1Cl,-9,1.8,105,10,116,3,2,-2,7
CCn1c(CSc2nnc(C)n2-c2ccccc2)nc2cc(S(=O)(=O)N(C)C)ccc21,25,-0.4,96,1,100,0,-1,-2,3
